High-throughput results deposited in PubChem by National Center for Advancing Translational Sciences (NCATS).
BLM inh: inhibitors of human Bloom syndrome helicase BLM; Potency, µM (top dose mostly 56.1 µM), without a hit: at the top dose activity change, negative = inhibition, actives largely listed as inhibitors; recombinant BLM DNA unwinding, fluorescence dequenching; 350,000 tested, 0.2% active; AID 2528; P54132;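 note: potency is the fitted concentration of half-maximal effect; plate controls were vehicle for no effect and no enzyme for full effect; nearly all actives have a fitted effect of over 35% in size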
APE1 inh: blocks human APE1 abasic DNA cleavage. recombinant APE1, TAMRA/BHQ-2 abasic DNA cleavage fluorescence. Potency, µM (titrated, usually from 65.8 µM), for inactives: at the highest dose activity change, negative = inhibition, usual class: inhibitors. 350,000 tested, 0.35% active;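 note: potency is the fitted concentration of half-maximal effect; plate controls were vehicle for no effect and reference inhibitor for full effect; nearly all actives have a fitted effect of over 55% in size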
Target sequence (P27695 whole entry, looked up): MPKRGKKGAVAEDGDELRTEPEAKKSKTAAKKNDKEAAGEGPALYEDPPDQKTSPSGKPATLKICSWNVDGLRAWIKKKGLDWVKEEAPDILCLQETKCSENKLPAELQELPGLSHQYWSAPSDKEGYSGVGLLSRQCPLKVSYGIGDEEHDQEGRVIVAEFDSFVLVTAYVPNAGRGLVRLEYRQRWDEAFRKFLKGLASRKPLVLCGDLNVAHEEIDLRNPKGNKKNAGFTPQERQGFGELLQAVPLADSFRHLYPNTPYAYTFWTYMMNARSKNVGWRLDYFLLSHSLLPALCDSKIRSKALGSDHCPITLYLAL
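Enzyme (0.75 nM final) and test compound are incubated 15 min at room temperature before adding 50 nM quenched THF abasic-site duplex. Cleavage dequenches TAMRA, followed at 525/598 nm over three reads one minute apart.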
TRHR ag: agonists of human TRH receptor; 360,000 tested, 0.18% active; activation, % at 2 µM; P34981; TRHR cells, calcium flux fluo-8, FDSS agonist mode; in the data active = activation above about 30%; note: 0% is about no effect
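Read-out: compound-evoked intracellular calcium rise in TRHR cells, fluo-8 dye, kinetic FDSS fluorescence at 1 s/cycle following a 10-cycle baseline. Cells cultured overnight before dye loading (30 min–1.5 h, RT).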
12-LOX inh: ALOX12 (human) lipoxygenase inhibition; P18054; purified 12hLO, xylenol orange hydroperoxide absorbance; Potency, µM (top dose mostly 108 µM), for inactives: at the highest dose activity change, negative = inhibition, usual class: inhibitors; 580,000 tested, 1.1% active; AID 1671190; note: potency is the fitted concentration of half-maximal effect; % is set by controls: 0 for no effect and ±100 for the full control effect
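Purified human 12hLO at 150 nM in 25 mM Hepes, 0.01% Triton X-100, pH 7.0, preincubated 15 min at room temperature with compound. Reaction started with 40 uM arachidonic acid, 30 min at room temperature. Hydroperoxide measured by Fe-xylenol orange, 573/405 nm absorbance ratio.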
ERG Ets-DNA blk: blocks human ERG Ets domain binding to DNA; P11308; fluorescence polarization, His-ERG Ets domain / labelled DNA; Potency, µM (series often up to 76.9 µM), for inactives: at the highest dose FP activity, negative = inhibition, most hits filed as inhibitors; 370,000 tested, 0.028% active; AID 624246; active = well fitted inhibition curve with a large enough effect in the polarisation, with a control signal flat; inconclusive = small, poorly fitted or top-dose-only effect, or effect the other way, or a change in a side signal; inactive = no such curve, though single readings can be large or run the other way; the % refers to the polarisation;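 note: polarization taken with two DNA probes labelled with fluorescein and Texas red; potency is the fitted concentration of half-maximal effect; % of control where 0% means no effect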
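His-tagged ERG Ets domain (1 uM in the protein solution; 300mM KCl, 50mM Tris-HCl, 1mM EDTA, 1mM DTT, pH 7.5) received compound, then a probe mix of 5 nM fluorescein-DNA and 100nM Texas-615-DNA. Fluorescence polarization was read for both dyes.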
POLB inh: DNA polymerase beta (human) inhibition. Pol beta primer extension/strand displacement, fluorescence kinetic. Potency, µM (highest dose often 114 µM), for inactives: at the top dose activity change, negative = inhibition, hits mostly inhibitors. 340,000 tested, 1.3% active. P06746; note: potency is the fitted concentration of half-maximal effect; % is set by controls: 0 for no effect and ±100 for the full control effect
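Kinetic readout of DNA synthesis with strand displacement by Pol beta. Compound and 10 nM enzyme sit 15 min at room temperature; 50 nM substrate starts the reaction, read immediately and at 10 min.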
POLK inh: inhibitors of human DNA polymerase kappa; AID 588579; Q9UBT6; Potency, µM (doses to about 107 µM), for inactives: at the top dose activity, negative = inhibition, hits mostly inhibitors; 400,000 tested, 0.53% active; purified Pol kappa, fluorescent DNA synthesis assay, 10 min; note: potency is the fitted concentration of half-maximal effect; % is set by controls: 0 for no effect and ±100 for the full control effect
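Kinetic fluorescence screen: compound preincubated 15 min RT with 10 nM enzyme; 50 nM substrate (final) initiates; reads at 0/10 min.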
Apoferritin bind: binds horse apoferritin like a general anesthetic; 350,000 tested, 0.074% active; Potency, µM (titrated, usually from 77.5 µM), for inactives: at the top dose activity change, negative = displacement, usual class: inhibitors; apoferritin/1-aminoanthracene competitive binding, fluorescence; note: potency is the fitted concentration of half-maximal effect; % is set by controls: 0 for no effect and ±100 for the full control effect; nearly all actives have a fitted effect of over 20% in size
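Steps: apoferritin (10 uM) was premixed with half-saturated 1-AMA in PBS, compounds were pin-transferred, plates stood 10 min at room temperature, fluorescence was read at 380/535 nm, and curves were fitted with a Hill equation.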
Pol iota inh: blocks human DNA polymerase iota activity; Q9UNA4; Pol iota fluorescent replication assay, 10 min; Potency, µM (top dose mostly 115 µM), without a hit: top-dose activity, negative = inhibition, usual class: inhibitors; 390,000 tested, 1% active; note: potency is the fitted concentration of half-maximal effect
Target sequence (Q9UNA4 whole entry, looked up): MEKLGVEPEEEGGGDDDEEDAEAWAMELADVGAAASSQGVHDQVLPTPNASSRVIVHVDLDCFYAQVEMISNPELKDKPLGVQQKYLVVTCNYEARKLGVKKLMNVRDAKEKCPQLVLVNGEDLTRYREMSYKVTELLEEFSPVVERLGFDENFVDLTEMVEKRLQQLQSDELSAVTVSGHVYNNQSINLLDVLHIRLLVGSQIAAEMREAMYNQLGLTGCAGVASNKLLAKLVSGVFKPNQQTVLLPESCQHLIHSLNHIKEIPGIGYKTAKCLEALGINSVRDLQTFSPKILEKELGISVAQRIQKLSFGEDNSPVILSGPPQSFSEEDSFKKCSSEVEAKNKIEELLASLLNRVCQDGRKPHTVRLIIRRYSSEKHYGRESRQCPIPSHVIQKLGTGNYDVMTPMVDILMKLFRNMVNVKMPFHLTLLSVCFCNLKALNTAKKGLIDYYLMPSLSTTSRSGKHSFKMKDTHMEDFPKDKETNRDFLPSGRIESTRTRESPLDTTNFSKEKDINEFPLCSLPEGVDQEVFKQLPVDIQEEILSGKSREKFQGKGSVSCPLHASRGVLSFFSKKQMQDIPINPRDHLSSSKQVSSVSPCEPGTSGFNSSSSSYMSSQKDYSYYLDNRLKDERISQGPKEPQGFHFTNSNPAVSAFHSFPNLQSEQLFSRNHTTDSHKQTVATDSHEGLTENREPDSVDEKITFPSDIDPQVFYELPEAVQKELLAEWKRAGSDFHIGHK
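Fluorescent replication assay read twice, at 0 min and 10 min after adding 50 nM (final) substrate. Enzyme (10 nM) and compounds were first incubated 15 min at room temperature; enzyme-free buffer wells were negative controls.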
The depositor's hits bear a star; i = inactive; ? = inconclusive; · = not tested or not shown; & = joins results of further samples; [ ] = another dose, or the depositor's remark. Unless noted, calls come from the whole dose curve; as a rule, active = well fitted curve in the direction sought with a large enough effect; inconclusive = small, poorly fitted or top-dose-only effect, or another doubt; inactive = no such curve, though single readings can be large; an effect the other way counts as inactive or inconclusive.

SMILES	BLM inh	APE1 inh	TRHR ag	12-LOX inh	ERG Ets-DNA blk	POLB inh	POLK inh	Apoferritin bind	Pol iota inh
O=C(CCc1ccc(F)c(F)c1)NC1CCCN(Cc2ccc(Cl)cc2)C1 (stereo not drawn)	-3%	-3%	-0.3	27%	-4%	6%	3%	-13%	6%
COc1cc(-c2ccc(NC(C)=O)c(OC)c2)ccc1NC(C)=O	3%	-1%	-0.1	0%	6%	-12%	-8%	1%	8%
CCOC(=O)c1c(C=O)c(C)n(Cc2ccccc2)c1C	-7%	3%	-0.5	-25%	-5%	-11%	-4%	?	-5%
N#C/C(=C/c1ccc(N2CCCC2)c([N+](=O)[O-])c1)c1nc2ccccc2[nH]1	-16%	14%	1.0	0%	-5%	53%	-1%	-16%	21%
O=C(CC(=O)NN=C1CCCCCC1)NCc1cccnc1	-4%	-6%	0.2	14%	-1%	3%	-11%	?	81%[activator]
COc1ccc(CN(CC(=O)NC2CCCC2)C(=O)CCC(=O)Nc2cc(C)on2)cc1	6%	14%	-0.2	3%	2%	17%	-16%	6%	2%
O=C(NCCCO)/C(=C\c1ccco1)NC(=O)c1ccco1	-6%	42%	0.5	0%	-3%	5%	-13%	-1%	26%
Cc1cccc(NC(=O)CCC(=O)N/N=C/c2cc([N+](=O)[O-])ccc2O)c1	7%	11%	-0.9	-13%	4%	12%	-7%	5%	5%
Cc1nnc(NC(=O)C2CCCO2)s1 (stereo not drawn)	-9%	0%	0.2	-30%	9%	0%	-2%	2%	?
COc1ccc(S(=O)(=O)Cc2ccc(C(=O)NCCCN3CCc4ccccc4C3)o2)cc1	0%	-1%	-0.5	31%[activator][57.4 µM]	-8%	0%	-16%	-8%	29%
O=C(CSCc1ccc(Br)cc1)NCc1ccccn1	-4%	7%	-2.1	0%	6%	1%	15%	-7%	21%
COc1cccc(NS(=O)(=O)c2ccc3[nH]cc(C(=O)N(C)C4CCCCC4)c(=O)c3c2)c1	4%	·	0.3	?	-1%	-12%	-6%[60.1 µM]	-13%	?
Cc1ccc2nc(NC(=O)CSc3[nH]c(=O)ncc3C)sc2c1	-13%	·	0.5	0%	0%	-5%	-22%	5%	?
CC(CN1CCCCC1)OC(=O)COc1ccc(Cl)cc1 (stereo not drawn)	3%	-7%	1.3	-17%	2%	52%	1%	-3%	108%[activator]
CCOC(=O)c1sc(NC(=O)CSc2nc(-c3ccco3)cc(C(F)(F)F)n2)c(C(=O)OCC)c1C	·	·	·	-11%	-6%	·	-2%	·	-15%
CC(NC(=O)c1ccc2ccccc2n1)c1ccc(S(N)(=O)=O)cc1 (stereo not drawn)	-5%	2%	-0.6	-18%	0%	49%	-19%	-19%	104%[activator]
COc1cccc(NC(=S)N2CCN(S(=O)(=O)c3ccc(F)cc3)CC2)c1	2%	48%[activator]	0.3	1%	-9%	-4%	-5%	-5%	-11%
NC(CSSCC(N)C(=O)O)C(=O)O (stereo not drawn)	-7%&-6%	-1%	·	·	·	·	-9%&-2%[60.1 µM]	2%	·
O=[N+]([O-])c1cc(-c2csc(NCCc3nc4cc(Cl)c(Cl)cc4n3CCCO)n2)ccc1Cl	·	·	·	?	15%	·	-8%	·	-5%
COc1ccc2c(c1)CCCN2S(=O)(=O)c1ccc(Cl)cc1	-11%	23%	0.6	-7%	-1%	-1%	2%	65%[activator]	7%

Overlap with the part before: two compounds; new compounds follow.
SMILES	BLM inh	APE1 inh	TRHR ag	12-LOX inh	ERG Ets-DNA blk	POLB inh	POLK inh	Apoferritin bind	Pol iota inh
O=[N+]([O-])c1cc(-c2csc(NCCc3nc4cc(Cl)c(Cl)cc4n3CCCO)n2)ccc1Cl	·	·	·	?	15%	·	-8%	·	-5%
COc1ccc2c(c1)CCCN2S(=O)(=O)c1ccc(Cl)cc1	-11%	23%	0.6	-7%	-1%	-1%	2%	65%[activator]	7%
O=C(O)CC/C(=N\Nc1ccc([N+](=O)[O-])cc1)c1ccccc1	-1%	-2%	3.2	0%	2%	9%	-2%	-6%	141%[activator]
CCn1ncc(NC(=S)Nc2ccc3c(c2)OCO3)c1C(N)=O	-7%	-2%	0.7	-17%	-27%	16%	-11%	-11%	67%[activator]
Cc1cccc(NC(=O)Cn2cc(C(=O)C3CCCCC3)c3ccccc32)c1C	-5%	·	2.0	-9%	-9%	29%	-20%	-10%	-3%
O=C(Cn1ncc2c3ccccc3n(Cc3ccc(F)cc3)c2c1=O)NCCCN1CCCCC1	4%	·	0.7	0%	-1%	7%	-22%	1%	27%
COc1ccc(N=CC2=C(O)CCCC2=O)cc1	1%	14%	1.1	0%	2%	-1%	0%	-5%	8%
CCCN(CC(=O)Nc1ccccc1C)C(=O)c1ccc(-c2ccccc2)cc1	-8%	-1%	-0.6	2%	-5%	-3%	-17%	-23%	13%
COc1ccccc1C(=O)N1CCN(Cc2nc3cc([N+](=O)[O-])ccc3n2C)CC1	-5%	0%	-1.8	-2%	7%	16%	0%	-13%	65%[activator]
Cc1ccccc1NC(=O)CSc1nc2ccc(NC(=O)c3cccs3)cc2s1	-4%	·	-1.1	-12%	2%	8%	5%	226%[activator]	13%
Cc1nn(Cc2noc(C(=O)NCCCn3ccnc3)n2)c(C)c1Br	-3%	60%	0.3	1%	0%	-28%	-5%	4%	13%
COc1ccc(Cc2nnc(Cl)c3ccccc23)cc1OC	-9%	62%[activator]	0.3	0%	7%	35%	-1%	0%	65%
Cn1cc(Cl)c(-c2n[nH]c(=S)n2-c2ccccc2)n1	-14%	1%	-0.3	?	8%	5%	-8%	5%	3%
Cc1ccccc1Nc1nc(N)nc(COC(=O)CC2CC3CCC2C3)n1 (stereo not drawn)	-10%	-1%	-0.7	9%	-3%	?	-7%	?	-10%
O=C(CN1C(=O)C2CC=CCC2C1=O)Nc1ccc(F)cc1F (stereo not drawn)	·	18%	1.2	?	2%	·	-13%	·	5%
CCOC(=O)c1c(SC)nc(SC)c2c1CCC2	-7%	2%	0.1	0%	-2%	-18%	3%	13%	-13%
CCN(Cc1cc(=O)n2cc(Cl)c(C)c(Cl)c2n1)Cc1nc2ccccc2c(=O)[nH]1	-3%	7%	0.9	?	-3%	50%	2%	-22%	129%[activator]
OCCCc1n[nH]c(=S)n1-c1ccccc1	-2%	3%	0.3	7%	6%	-29%	5%	-13%	36%[activator]
Cc1ccccc1-c1noc(-c2ccc(N3CCN(C)CC3)c([N+](=O)[O-])c2)n1	-2%	·	-0.1	-22%	0%	-24%	-20%	-13%	-23%
CN1CCN(C(=O)Nc2ccc([N+](=O)[O-])cc2)CC1	-2%	4%	0.3	-18%	6%	32%	-6%	-10%	-13%
COc1ccc(OC)c(C(=O)CSc2nc3c(c(=O)n(C)c(=O)n3C)n2C(C)C)c1	0%	3%	-0.3	6%	·	4%	-3%	-11%	13%
Cc1nc2nc(SCc3nc4ccccc4[nH]3)[nH]c2cc1Br	-4%	0%	-0.6	199%[activator]	3%	-12%	-15%	5%	-2%

Retrieved by compound from the list above (3):
SMILES	BLM inh	APE1 inh	TRHR ag	12-LOX inh	ERG Ets-DNA blk	POLB inh	POLK inh	Apoferritin bind	Pol iota inh
COc1ccc(Cc2nnc(Cl)c3ccccc23)cc1OC	-9%	62%[activator]	0.3	0%	7%	35%	-1%	0%	65%
Cc1cccc(NC(=O)CCC(=O)N/N=C/c2cc([N+](=O)[O-])ccc2O)c1	7%	11%	-0.9	-13%	4%	12%	-7%	5%	5%
Cc1ccccc1-c1noc(-c2ccc(N3CCN(C)CC3)c([N+](=O)[O-])c2)n1	-2%	·	-0.1	-22%	0%	-24%	-20%	-13%	-23%

Continuation:
SMILES	BLM inh	APE1 inh	TRHR ag	12-LOX inh	ERG Ets-DNA blk	POLB inh	POLK inh	Apoferritin bind	Pol iota inh
COc1ccc(-c2cn3c(n2)sc2cc(C(=O)NC(C)C45CC6CC(CC(C6)C4)C5)ccc23)cc1 (stereo not drawn)	-6%	·	-0.5	?	-2%	2%	-1%	?	20%
O=C(OCc1ccc([N+](=O)[O-])cc1)C1CC(=O)N(Cc2ccccc2Cl)C1 (stereo not drawn)	-2%	24%	-0.7	431%[activator]	-6%	-12%	-5%	-2%	33%[activator]
CCN1C(=O)/C(=C\N(C)C)S/C1=N\S(=O)(=O)c1ccc(C)cc1	0%	1%	0.2	10%	-4%	29%	-20%	-3%	40%[activator]
O=C(Cn1c(=O)oc2ccccc21)Nc1ccc(F)c(F)c1	-5%	60%	0.1	i	8%	-22%	7%	21%	6%
NC(=O)[C@@H]1CCCN1Cc1nc(Cc2ccccc2Cl)no1	-3%	3%	-0.6	0%	-14%	23%	6%	-11%	31%
COc1ccc(C(=O)N(C)Cc2ccccc2)cc1Br	-2%	4%	-1.5	-15%	·	-11%	·	?	·
Cc1cccc(C)c1OCc1cc(C(=O)N2CCC[C@H]2C(N)=O)no1	-2%	11%	0.5	1%	-15%	22%	-10%	-7%	3%
COc1cccc(Cl)c1NC(=O)N1CCN(c2ccnc3cc(Cl)ccc23)CC1	-7%	-6%	-0.1	10%	-19%	-3%	-21%	1%	11%
CCOc1ccc(CCNC(=O)C2CCCN(S(=O)(=O)N3CC(C)CC(C)C3)C2)cc1OCC (stereo not drawn)	1%	29%	-0.8	-3%	5%	16%	-3%	-3%	42%[activator]
COc1cc([N+](=O)[O-])ccc1NC(=O)COC(=O)C1=NN(c2ccccc2)C(=O)CC1	·	6%	·	?	-6%	·	5%	·	-18%
Cc1ccc(CNC(=O)c2ccc(COc3ccccc3)cc2)cc1	-1%	-7%	0.1	6%	0%	14%	0%	-14%	0%
COc1ccccc1NC(=O)CN1CCN(C2c3ccccc3-c3ccccc32)CC1	-7%	28%	-0.1	?	-7%	0%	-9%	-10%	11%
FC(F)(F)c1cc(-c2ccco2)nc(NCc2ccc(Cl)cc2)n1	-11%	-3%	1.0	-14%	-15%	?	-14%	-15%	?
COc1ccc(OC)c(NC(=S)NCCSc2ccc(C)cc2)c1	-8%	6%	-1.5	?	-8%	12%	-9%	-5%	18%

A portion of the library; count on the stated rates, not on these rows.
